PLCb3 inh: PLC-beta3 (human) inhibition, primary screen; 0.18% of 370,000 active; Purified PLC-beta3, fluorogenic substrate, fluorescence; AID 720704; inhibition, % at 12.2 µM; Q01970; in the data active = inhibition above about 11%;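 also: 0% = median of compound wells on plate and 100% = full blocker control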
DAX1 inh-1: inhibits human nuclear receptor DAX1 | P51843 | inhibition, % at 6.75 µM | 0.99% of 340,000 active | HEK293 Gal4-DAX1 luciferase reporter, luminescence | AID 504766;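 active = inhibition above the mean over all tested compounds plus 3 SD, cut at about 4.2% in these data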;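 also: 0% = DAX1-transfected cells with DMSO and 100% = empty-vector control cells with DMSO; inhibition shows as a rise in luminescence from relieved DAX1 repression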
Rev-erbA mod: modulates human Rev-erb alpha binding to DNA | P20393 | Rev-erbα–FITC-DNA binding, fluorescence polarization, 90 min | activity, % at 10 µM | 0.79% of 370,000 active | AID 1259318;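 active = activity above about 14%, limit read from the data; passing the limit was not always enough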;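 also: 0% = DMSO wells with 35 nM protein and 100% = DMSO wells with 750 nM protein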
ssDAF-12 act: activators of S. stercoralis DAF-12 nuclear receptor; HEK293 ssDAF-12/GRIP1 lit1-tk-luc reporter, luminescence; % of 3 µM dafachronic acid response; activation, % at 6.8 µM; 1% of 370,000 active;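 active = activation above the mean over all tested compounds plus 3 SD, cut at about 0.9% in these data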;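 also: 0% = DMSO-only wells and 100% = 3 µM delta7-dafachronic acid wells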
SMARCA2 activ: SMARCA2 function activation, primary screen; MG213 cells, MMTV-luciferase reporter, dexamethasone, overnight; activation, % at 9.1 µM; 1% of 370,000 active; in the data active = activation above about 7.8%;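 also: 0% = vehicle wells and 100% = reference activator wells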
PLCg1 inh: blocks human PLC-gamma1 enzyme activity | P19174 | purified PLC-gamma1, fluorogenic substrate, fluorescence | inhibition, % at 12.2 µM | 0.84% of 370,000 active | AID 720700; in the data active = inhibition above about 9.5%
ADAM17 inh: ADAM17 inhibition, QFRET primary screen; P78536; recombinant ADAM17, EDANS/DABCYL FRET peptide cleavage; inhibition, % at 6.95 µM; 0.83% of 370,000 active;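 active = inhibition above the mean of compounds lying between control limits plus 3 SD, set per campaign, cut at about 8.5% in these data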;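 also: 0% = DMSO-only wells as the low control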
Target sequence (P78536 215-824 limits assumed): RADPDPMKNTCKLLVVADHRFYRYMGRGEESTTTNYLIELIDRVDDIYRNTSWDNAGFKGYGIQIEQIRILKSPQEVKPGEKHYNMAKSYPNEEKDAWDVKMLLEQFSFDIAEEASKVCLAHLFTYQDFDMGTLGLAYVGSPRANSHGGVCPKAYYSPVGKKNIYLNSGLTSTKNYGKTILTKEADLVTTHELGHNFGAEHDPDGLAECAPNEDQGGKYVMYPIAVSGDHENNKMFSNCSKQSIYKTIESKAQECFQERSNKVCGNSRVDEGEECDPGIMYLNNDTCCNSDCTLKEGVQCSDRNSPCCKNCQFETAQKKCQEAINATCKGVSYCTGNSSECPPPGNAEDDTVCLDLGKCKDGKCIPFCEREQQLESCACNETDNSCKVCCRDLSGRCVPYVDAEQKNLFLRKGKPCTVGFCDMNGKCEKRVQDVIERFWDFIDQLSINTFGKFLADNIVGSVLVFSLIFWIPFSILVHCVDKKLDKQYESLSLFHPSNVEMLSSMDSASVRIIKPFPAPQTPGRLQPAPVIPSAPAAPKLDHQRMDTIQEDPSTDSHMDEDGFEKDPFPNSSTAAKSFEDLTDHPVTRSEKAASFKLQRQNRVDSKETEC
hcDAF12 agonist: activators of H. contortus DAF-12 nuclear receptor | activation, % at 6.8 µM | AID 652067 | HEK293 hcDAF-12 lit1-tk-luc reporter, luminescence; 0% DMSO, 100% Δ7-dafachronic acid | 1.4% of 370,000 active;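 active = activation above the mean of all tested compounds plus 3 SD, cut at about 5.5% in these data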;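 also: 100% = response to 3 µM Δ7-dafachronic acid high control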
hgDAF-12 ag: hgDAF-12 agonism, primary luciferase screen; HEK293 GAL4-hgDAF12 UAS-luciferase reporter, agonist luminescence; normalized to butyrate control; 1.8% of 370,000 active; activation, % at 6.8 µM;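 active = activation above a cutoff set at the mean of all screened compounds plus 3 SD, cut at about 10% in these data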;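 also: 0% = DMSO wells and 100% = sodium butyrate wells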
DAX1 inh-2: DAX1 (NR0B1) inhibition, primary screen | 1.1% of 370,000 active | HEK293T StAR-luciferase reporter, SF-1/DAX-1 repression relief | AID 652010 | inhibition, % at 6.8 µM;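 active = inhibition above the mean over all tested compounds plus 3 SD, cut at about 3.6% in these data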;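 also: 0% = DAX-1 cells with DMSO and 100% = cells lacking DAX-1 with DMSO; higher inhibition means more luminescence from relief of DAX-1 repression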
MBD2 DNA inh: inhibitors of human MBD2 binding to methylated oligonucleotide; Q9UBB5; TR-FRET; inhibition, % at 4.4 µM; 0.31% of 370,000 active; AID 686964; in the data active = inhibition above about 13%
Target sequence (Q9UBB5 whole entry, looked up): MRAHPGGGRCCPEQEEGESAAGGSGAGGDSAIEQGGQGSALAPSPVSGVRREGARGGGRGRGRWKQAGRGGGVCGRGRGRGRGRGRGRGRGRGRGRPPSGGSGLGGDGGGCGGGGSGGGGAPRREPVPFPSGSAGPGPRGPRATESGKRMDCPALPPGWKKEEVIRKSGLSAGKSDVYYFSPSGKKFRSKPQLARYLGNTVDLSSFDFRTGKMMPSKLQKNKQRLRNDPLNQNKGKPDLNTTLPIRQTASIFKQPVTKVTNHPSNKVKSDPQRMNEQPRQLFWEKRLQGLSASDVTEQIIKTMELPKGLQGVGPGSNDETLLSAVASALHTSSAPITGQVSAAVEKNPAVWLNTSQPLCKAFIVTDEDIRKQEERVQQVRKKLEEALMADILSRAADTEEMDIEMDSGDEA
Starred values were filed as active, the others as inactive. Compounds as they come. About 7.4% of those tested had a hit in this group.

How did Cc1cccc(N2CCN(C(=O)c3ccccc3NC(=O)C3=CSCCO3)CC2C)c1 (stereo not drawn) do in these assays?
PLCb3 inh: -6; DAX1 inh-1: 1.9; Rev-erbA mod: -8; ssDAF-12 act: -1.4; SMARCA2 activ: -1; PLCg1 inh: 0; ADAM17 inh: 1; hcDAF12 agonist: -0.9; hgDAF-12 ag: -1.7; DAX1 inh-2: -0.3; MBD2 DNA inh: 4

Results for Cc1nn(CC(=O)NC(C)C(C)C)c(C)c1S(=O)(=O)N1CCCCC1 (stereo not drawn) ?
PLCb3 inh: -1; DAX1 inh-1: -0.3; Rev-erbA mod: 4; ssDAF-12 act: -0.5; SMARCA2 activ: 4; PLCg1 inh: 0; ADAM17 inh: -2; hcDAF12 agonist: -1.6; hgDAF-12 ag: 1.8; DAX1 inh-2: -1.4; MBD2 DNA inh: -2

Results for COc1ccc(Cn2c(C)c(C)c(C#N)c2NC(=O)Nc2cccc(C)c2)cc1 ?
PLCb3 inh: -2; DAX1 inh-1: -1.4; Rev-erbA mod: -4; ssDAF-12 act: -1.5; SMARCA2 activ: -2; PLCg1 inh: -4; ADAM17 inh: 1; hcDAF12 agonist: 0.0; hgDAF-12 ag: 0.1; DAX1 inh-2: -0.6; MBD2 DNA inh: 4

What do the screens show for `Cc1ccccc1OCC(=O)NN1CCN(C)CC1`?
PLCb3 inh: 1; DAX1 inh-1: -0.4; Rev-erbA mod: 0; ssDAF-12 act: 0.7; SMARCA2 activ: 0; PLCg1 inh: 0; ADAM17 inh: -4; hcDAF12 agonist: -0.5; hgDAF-12 ag: 10; DAX1 inh-2: 0.0; MBD2 DNA inh: 5

What do the screens show for `COCCN(CC(=O)Nc1cccc(C)c1C)C(=O)c1cc(-c2cccs2)nn1-c1ccccc1`?
PLCb3 inh: -8; DAX1 inh-1: -1.0; Rev-erbA mod: 7; ssDAF-12 act: -1.5; SMARCA2 activ: 1; PLCg1 inh: -5; ADAM17 inh: -4; hcDAF12 agonist: 0.8; hgDAF-12 ag: -3.5; DAX1 inh-2: -1.1; MBD2 DNA inh: -6

How did COc1cnc(SCCC(F)=C(F)F)[nH]c1=O do in these assays?
PLCb3 inh: 2; DAX1 inh-1: -0.6; Rev-erbA mod: 1; ssDAF-12 act: -1.2; SMARCA2 activ: 0; PLCg1 inh: 0; ADAM17 inh: -3; hcDAF12 agonist: -0.9; hgDAF-12 ag: 3.0; DAX1 inh-2: -0.4; MBD2 DNA inh: 1

How did O=C1C=C(c2cccc(OCc3ccccc3)c2)C[C@@H](c2ccc3c(c2)OCO3)C1 do in these assays?
PLCb3 inh: -6; DAX1 inh-1: 0.2; Rev-erbA mod: 2; ssDAF-12 act: -1.0; SMARCA2 activ: 0; PLCg1 inh: -1; ADAM17 inh: 0; hcDAF12 agonist: -1.0; hgDAF-12 ag: 1.9; DAX1 inh-2: 0.4; MBD2 DNA inh: 2

How did Cc1cccc2c(N=O)c(O)n(CCc3ccccc3)c12 do in these assays?
PLCb3 inh: -4; DAX1 inh-1: 0.2; Rev-erbA mod: 2; ssDAF-12 act: -1.3; SMARCA2 activ: -1; PLCg1 inh: 3; ADAM17 inh: 0; hcDAF12 agonist: -2.3; hgDAF-12 ag: -1.1; DAX1 inh-2: -0.1; MBD2 DNA inh: -7

How did O=C1Nc2cc(C(=O)N3CCOCC3)ccc2S/C1=C\c1ccccc1 do in these assays?
PLCb3 inh: -43; DAX1 inh-1: -1.5; Rev-erbA mod: -11; ssDAF-12 act: -1.3; SMARCA2 activ: -3; PLCg1 inh: -23; ADAM17 inh: 4; hcDAF12 agonist: -3.1; hgDAF-12 ag: -1.3; DAX1 inh-2: -0.2; MBD2 DNA inh: -5

What do the screens show for `CCc1cccc(OCC(=O)Nc2ccc(C)c(S(=O)(=O)N3CCCCCC3)c2)c1`?
PLCb3 inh: -5; DAX1 inh-1: -3.3; Rev-erbA mod: 1; ssDAF-12 act: -2.1; SMARCA2 activ: -6; PLCg1 inh: -5; ADAM17 inh: 4; hcDAF12 agonist: -2.9; hgDAF-12 ag: -1.7; DAX1 inh-2: -6.3; MBD2 DNA inh: 3

How did COc1cc(OC)c(N(C)S(=O)(=O)c2cccc(C(=O)NC3=NCCS3)c2)cc1Cl do in these assays?
PLCb3 inh: -5; DAX1 inh-1: -0.7; Rev-erbA mod: 9; ssDAF-12 act: -1.7; SMARCA2 activ: 1; PLCg1 inh: 1; ADAM17 inh: 0; hcDAF12 agonist: -1.6; hgDAF-12 ag: -3.1; DAX1 inh-2: -0.5; MBD2 DNA inh: -3

Results for C=CC[C@@H](CC(=O)N[C@@H](CO)Cc1ccccc1)C(=O)NCCOC(=O)[C@@H](CC=C)CC(=O)OC(C)(C)C ?
PLCb3 inh: 2; DAX1 inh-1: 0.8; Rev-erbA mod: -4; ssDAF-12 act: -1.0; SMARCA2 activ: 1; PLCg1 inh: 6; ADAM17 inh: -4; hcDAF12 agonist: -0.5; hgDAF-12 ag: -1.2; DAX1 inh-2: -0.3; MBD2 DNA inh: 2

What do the screens show for `Cc1cc(Cl)ccc1OCCCC(=O)N/N=C/c1cccc([N+](=O)[O-])c1`?
PLCb3 inh: 0; DAX1 inh-1: -0.8; Rev-erbA mod: -1; ssDAF-12 act: -1.7; SMARCA2 activ: 1; PLCg1 inh: -2; ADAM17 inh: 2; hcDAF12 agonist: -0.6; hgDAF-12 ag: -1.5; DAX1 inh-2: -0.2; MBD2 DNA inh: -5

How did CC(=O)c1cccc(-n2c(CCC(=O)O)ccc2-c2ccccc2)c1 do in these assays?
PLCb3 inh: -32; DAX1 inh-1: 1.8; Rev-erbA mod: -3; ssDAF-12 act: -0.1; SMARCA2 activ: 1; PLCg1 inh: -18; ADAM17 inh: -2; hcDAF12 agonist: 3.8; hgDAF-12 ag: -0.7; DAX1 inh-2: 0.5; MBD2 DNA inh: -6

How did C[C@H](O)[C@@H]1C(=O)N2CCc3c([nH]c4c(-c5ccccc5)cccc34)[C@@H]2C[C@@H]1N(C)C(=O)c1cc(Cl)cc(Cl)c1 do in these assays?
PLCb3 inh: -14; Rev-erbA mod: -1; ssDAF-12 act: -1.6; SMARCA2 activ: 1; PLCg1 inh: -10; ADAM17 inh: -14; hcDAF12 agonist: -0.2; hgDAF-12 ag: -2.7; DAX1 inh-2: -0.2; MBD2 DNA inh: -1

Results for O=C(NC(=S)Nc1ccccc1N1CCCCC1)c1ccc(F)cc1Cl ?
PLCb3 inh: -3; DAX1 inh-1: -0.5; Rev-erbA mod: 9; ssDAF-12 act: -1.3; SMARCA2 activ: 3; PLCg1 inh: -2; ADAM17 inh: 2; hcDAF12 agonist: 0.5; hgDAF-12 ag: 1.8; DAX1 inh-2: 0.9; MBD2 DNA inh: -1

What do the screens show for `C[C@@H]1CN([C@@H](C)CO)C(=O)c2cc(NC(=O)Nc3ccc4c(c3)OCO4)ccc2O[C@H]1CN(C)S(=O)(=O)c1ccc(F)cc1`?
PLCb3 inh: -1; DAX1 inh-1: -0.9; Rev-erbA mod: 2; ssDAF-12 act: -1.4; SMARCA2 activ: -1; PLCg1 inh: 1; ADAM17 inh: 3; hcDAF12 agonist: -1.7; hgDAF-12 ag: 1.4; DAX1 inh-2: -0.4; MBD2 DNA inh: 0

How did Cc1ccc(-c2n[nH]c(=O)c3ccccc23)cc1S(=O)(=O)NCCN1CCOCC1 do in these assays?
PLCb3 inh: 1; DAX1 inh-1: 0.2; Rev-erbA mod: 3; ssDAF-12 act: -1.0; SMARCA2 activ: -1; PLCg1 inh: -1; ADAM17 inh: -9; hcDAF12 agonist: -0.7; hgDAF-12 ag: -0.9; DAX1 inh-2: -0.1; MBD2 DNA inh: 2

Results for COCCNC(=O)C1(C)CCCN(C(=O)c2cnc3ccccc3n2)C1 (stereo not drawn) ?
PLCb3 inh: 9; Rev-erbA mod: -3; ssDAF-12 act: -1.1; SMARCA2 activ: -2; PLCg1 inh: 6; ADAM17 inh: 3; hcDAF12 agonist: -0.6; hgDAF-12 ag: 0.4; DAX1 inh-2: 1.7; MBD2 DNA inh: 5

What do the screens show for `COc1ccc(CNC(=O)COC(=O)CCc2c[nH]c3ccccc23)cc1`?
PLCb3 inh: 1; DAX1 inh-1: 0.5; Rev-erbA mod: 5; ssDAF-12 act: -0.7; SMARCA2 activ: -3; PLCg1 inh: 3; ADAM17 inh: 2; hcDAF12 agonist: -1.4; hgDAF-12 ag: -1.5; DAX1 inh-2: 1.9; MBD2 DNA inh: 0

What do the screens show for `COc1ccc(S(=O)(=O)c2c(O)c3ccc(C(=O)Nc4ccccc4F)cc3[nH]c2=O)cc1`?
PLCb3 inh: -24; DAX1 inh-1: 0.1; Rev-erbA mod: -1; ssDAF-12 act: -1.4; SMARCA2 activ: 7; PLCg1 inh: -12; ADAM17 inh: -1; hcDAF12 agonist: -0.9; hgDAF-12 ag: 1.8; DAX1 inh-2: -1.0; MBD2 DNA inh: -4

How did COc1ccccc1NC(=O)Nc1ccc2c(c1)OCCO2 do in these assays?
PLCb3 inh: 12*; DAX1 inh-1: 8.0*; Rev-erbA mod: -6; ssDAF-12 act: -0.3; SMARCA2 activ: 1; PLCg1 inh: 2; ADAM17 inh: 6; hcDAF12 agonist: 1.5; hgDAF-12 ag: 13*; DAX1 inh-2: 2.2; MBD2 DNA inh: -3

Results for Cc1n[nH]c(=O)c2c(NC(=O)CSc3cc(Cl)ccc3Cl)oc(C)c12 ?
PLCb3 inh: -7; DAX1 inh-1: 0.5; Rev-erbA mod: 1; ssDAF-12 act: -0.7; SMARCA2 activ: -2; PLCg1 inh: 1; ADAM17 inh: -4; hcDAF12 agonist: 1.5; hgDAF-12 ag: 0.9; DAX1 inh-2: 0.9; MBD2 DNA inh: -1

How did COc1ccc(NC(=O)NC2CCCc3ccccc32)cc1OC (stereo not drawn) do in these assays?
PLCb3 inh: -7; DAX1 inh-1: -0.3; Rev-erbA mod: -2; ssDAF-12 act: -0.5; SMARCA2 activ: 3; PLCg1 inh: 3; ADAM17 inh: 0; hcDAF12 agonist: 2.1; hgDAF-12 ag: -1.4; DAX1 inh-2: 0.1; MBD2 DNA inh: -4

What do the screens show for `Cc1ccc(Nc2cc(C)nc(-c3ccccc3)n2)cc1`?
PLCb3 inh: -22; DAX1 inh-1: 2.1; Rev-erbA mod: 2; ssDAF-12 act: -0.2; SMARCA2 activ: 7; PLCg1 inh: -12; ADAM17 inh: 3; hcDAF12 agonist: 3.2; hgDAF-12 ag: 8.9; DAX1 inh-2: 0.7; MBD2 DNA inh: -2

Results for CCN(Cc1ccccc1)S(=O)(=O)c1ccc(S(=O)(=O)N2CCN(CCC#N)CC2)cc1 ?
PLCb3 inh: 2; DAX1 inh-1: 0.9; Rev-erbA mod: -3; ssDAF-12 act: -1.0; SMARCA2 activ: -2; PLCg1 inh: 1; ADAM17 inh: -1; hcDAF12 agonist: 0.0; hgDAF-12 ag: -2.2; DAX1 inh-2: 0.3; MBD2 DNA inh: 7

Source: PubChem BioAssay
